Assay outcomes deposited in PubChem by Vanderbilt High Throughput Screening Facility.
Cav32 inh: inhibitors of human Cav3.2 T-type calcium channel; O95180; Cav3.2-expressing cells, Fluo-4 calcium fluorescence FDSS; hits give low values; B-score at 10 µM; hit rate 4% among 100,000; AID 449739;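 active means single-dose well whose peak fluorescence ratio is a statistical outlier from its plate by either plate-standardised score or position-corrected B-score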
Target sequence (O95180 whole entry, looked up): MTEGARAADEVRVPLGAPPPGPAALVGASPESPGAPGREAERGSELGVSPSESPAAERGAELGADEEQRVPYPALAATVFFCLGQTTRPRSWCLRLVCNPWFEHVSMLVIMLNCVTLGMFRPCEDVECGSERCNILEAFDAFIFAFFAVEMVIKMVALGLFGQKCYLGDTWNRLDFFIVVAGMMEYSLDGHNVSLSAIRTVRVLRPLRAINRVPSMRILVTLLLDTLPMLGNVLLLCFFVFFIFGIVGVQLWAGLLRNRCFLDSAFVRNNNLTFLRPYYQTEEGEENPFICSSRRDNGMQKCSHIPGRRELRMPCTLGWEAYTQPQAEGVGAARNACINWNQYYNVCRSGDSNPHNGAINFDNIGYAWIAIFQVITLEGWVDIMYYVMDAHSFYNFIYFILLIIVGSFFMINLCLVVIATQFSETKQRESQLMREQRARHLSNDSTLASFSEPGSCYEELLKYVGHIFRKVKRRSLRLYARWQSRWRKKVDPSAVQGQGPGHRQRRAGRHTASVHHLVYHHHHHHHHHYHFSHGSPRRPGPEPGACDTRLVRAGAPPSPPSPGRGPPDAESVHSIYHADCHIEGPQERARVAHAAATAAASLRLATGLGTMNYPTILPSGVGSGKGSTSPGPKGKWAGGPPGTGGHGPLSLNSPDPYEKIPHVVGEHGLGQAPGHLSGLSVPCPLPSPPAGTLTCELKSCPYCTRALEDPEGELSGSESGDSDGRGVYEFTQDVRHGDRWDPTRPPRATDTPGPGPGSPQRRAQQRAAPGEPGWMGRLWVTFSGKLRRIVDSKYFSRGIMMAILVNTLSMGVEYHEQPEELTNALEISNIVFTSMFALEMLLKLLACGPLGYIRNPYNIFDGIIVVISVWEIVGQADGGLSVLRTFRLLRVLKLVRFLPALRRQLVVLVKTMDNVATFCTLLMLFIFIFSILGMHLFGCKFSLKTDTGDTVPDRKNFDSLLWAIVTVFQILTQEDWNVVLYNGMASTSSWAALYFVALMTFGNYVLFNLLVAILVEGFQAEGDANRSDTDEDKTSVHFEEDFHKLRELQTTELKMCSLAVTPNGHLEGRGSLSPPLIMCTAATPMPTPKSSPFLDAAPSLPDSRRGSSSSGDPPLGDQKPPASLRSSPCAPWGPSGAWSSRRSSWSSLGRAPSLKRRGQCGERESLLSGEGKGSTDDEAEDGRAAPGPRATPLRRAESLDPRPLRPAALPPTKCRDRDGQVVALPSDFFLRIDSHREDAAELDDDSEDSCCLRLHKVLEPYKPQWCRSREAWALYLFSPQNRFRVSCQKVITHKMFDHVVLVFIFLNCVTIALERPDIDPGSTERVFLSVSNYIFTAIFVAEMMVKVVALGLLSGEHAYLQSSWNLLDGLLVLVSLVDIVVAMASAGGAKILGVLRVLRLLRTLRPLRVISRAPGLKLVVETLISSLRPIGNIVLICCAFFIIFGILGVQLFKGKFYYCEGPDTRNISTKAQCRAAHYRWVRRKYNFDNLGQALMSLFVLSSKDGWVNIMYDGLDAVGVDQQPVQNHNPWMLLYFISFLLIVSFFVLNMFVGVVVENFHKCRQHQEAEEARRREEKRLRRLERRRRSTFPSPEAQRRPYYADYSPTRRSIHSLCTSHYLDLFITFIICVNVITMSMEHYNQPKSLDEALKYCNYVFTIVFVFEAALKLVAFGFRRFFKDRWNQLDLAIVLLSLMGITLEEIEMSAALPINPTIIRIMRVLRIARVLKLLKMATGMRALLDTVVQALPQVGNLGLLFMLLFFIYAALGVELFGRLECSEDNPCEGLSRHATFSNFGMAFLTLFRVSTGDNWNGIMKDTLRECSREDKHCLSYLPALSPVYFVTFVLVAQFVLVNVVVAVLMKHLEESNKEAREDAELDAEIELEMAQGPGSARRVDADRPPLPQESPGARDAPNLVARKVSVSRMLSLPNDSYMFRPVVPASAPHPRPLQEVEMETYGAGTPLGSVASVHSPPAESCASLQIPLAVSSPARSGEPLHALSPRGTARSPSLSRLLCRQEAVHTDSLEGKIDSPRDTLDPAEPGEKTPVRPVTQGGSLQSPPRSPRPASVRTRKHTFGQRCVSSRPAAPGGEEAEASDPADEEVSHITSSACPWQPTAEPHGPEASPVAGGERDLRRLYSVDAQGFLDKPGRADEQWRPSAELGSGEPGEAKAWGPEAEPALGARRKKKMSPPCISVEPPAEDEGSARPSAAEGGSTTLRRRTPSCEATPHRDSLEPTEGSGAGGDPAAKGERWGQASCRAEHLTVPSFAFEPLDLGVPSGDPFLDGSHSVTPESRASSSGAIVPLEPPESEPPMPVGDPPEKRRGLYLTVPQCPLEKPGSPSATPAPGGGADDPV
Numbers without * were called inactive.

`Cc1ccccc1-c1nc(CN2CCC(C(=O)NCCCN3CCCC3)CC2)c(C)o1` gave Cav32 inh -0.35.
Screening CCOc1ccc(CCNS(=O)(=O)c2c(C)n[nH]c2C)cc1OCC returned Cav32 inh 0.3.
For CCOc1ccccc1NC(=O)CSc1nc(N)c(C#N)cc1C#N the results were Cav32 inh 0.036.
Screening CC1(c2nnc(-c3ccncc3)o2)CC(c2cccnc2)=NO1 (stereo not given) returned Cav32 inh 0.53.
Screening OC(CNCc1ccccc1)(c1ccc(F)cc1)c1ccc(F)cc1 returned Cav32 inh -2.7.
Screening CC(O)COc1ccc(/C(=N/O)c2ccccc2)cc1 (stereo not given) returned Cav32 inh 0.13.
`COc1ccc(C(=O)COC(=O)CCn2nnc(-c3cccc(O)c3OC)n2)cc1` gave Cav32 inh -0.98.
Screening CN1C(=O)/C(=C/c2ccccc2OCc2cccc(F)c2)NC1=S returned Cav32 inh 0.11.
CSC1=NCCN1C(=O)Cc1ccc(Cl)cc1 was read as Cav32 inh 0.17.
Screening CC(C)(C)OC(=O)CNC(=O)c1[nH]cnc1C(=O)Nc1ccc(Cl)cc1 returned Cav32 inh 1.2.
`C=CCn1c(SCC(=O)c2cc(C)n(C(C)COC)c2C)nc2sc(C)c(C)c2c1=O` (stereo not given) gave Cav32 inh -2.9.
`CC(C)C1=NN2C(=N)CC(=O)N=C2S1` gave Cav32 inh 0.48.
Screening O=C(Nc1ccccc1F)c1ccncc1 returned Cav32 inh 0.038.
`NCCOc1ccccc1Cc1ccccc1` gave Cav32 inh -0.003.
O=C(O)C1CCN(S(=O)(=O)/C=C/c2ccccc2)CC1 was read as Cav32 inh 0.64.
For CCS(=O)(=O)c1ccc2c(c1)N(S(C)(=O)=O)CC(C(=O)NCCOC)O2 (stereo not given) the results were Cav32 inh 0.04.
For O=C(NNC(=O)c1cc2cc3ccccc3nc2s1)c1cccc(Cl)c1 the results were Cav32 inh -0.43.
`Cc1csc2nc(CNS(=O)(=O)c3ccc4c(c3)CCCC4)cn12` gave Cav32 inh -0.41.
`Cc1ccccc1OCC(=O)N/N=C/c1ccco1` gave Cav32 inh 0.83.
COc1ccc(S(=O)(=O)NCCSCc2ccccc2C)cc1Br was read as Cav32 inh -4.9*.
For Cc1cc(N)n2nc(-c3ccc(C(C)(C)C)cc3)cc2n1 the results were Cav32 inh -1.1.
`CC(=O)c1c(C)c2c(n1CCN(C)C)CCCC2` gave Cav32 inh 0.5.
Screening COc1ccccc1NC(=O)Oc1ccc(C(C)=O)cc1 returned Cav32 inh -0.66.
CC(C)N1CC(C(=O)O)CC1=O (stereo not given) was read as Cav32 inh 0.063.
CCCc1nc2sc3c(SCC(=O)NCc4ccco4)ncnc3c2c2c1CCC2 was read as Cav32 inh 0.51.
`CC1=CC(C)(C)Nc2ccc(OC(=O)CN3C(=O)CCC3=O)cc21` gave Cav32 inh 0.02.
Cc1ccc([N+](=O)[O-])cc1/C=N/Nc1nnnn1-c1ccccc1 was read as Cav32 inh -0.02.
For COc1ccc2cc(CN(C(=O)Nc3ccccc3OC)C3CCCC3)c(=O)[nH]c2c1 the results were Cav32 inh -3.
Screening CCCCn1nnc(NC(=O)Cc2ccc(Cl)cc2)n1 returned Cav32 inh -1.5.
Screening Cn1c(CCNC(=O)c2ccccc2F)nnc1SCc1nc2ccccc2c(=O)[nH]1 returned Cav32 inh 0.39.

A section from the list above, as a working copy:
`CC(C)C1=NN2C(=N)CC(=O)N=C2S1` gave Cav32 inh 0.48.
Screening O=C(Nc1ccccc1F)c1ccncc1 returned Cav32 inh 0.038.
`NCCOc1ccccc1Cc1ccccc1` gave Cav32 inh -0.003.
O=C(O)C1CCN(S(=O)(=O)/C=C/c2ccccc2)CC1 was read as Cav32 inh 0.64.
For CCS(=O)(=O)c1ccc2c(c1)N(S(C)(=O)=O)CC(C(=O)NCCOC)O2 (stereo not given) the results were Cav32 inh 0.04.
For O=C(NNC(=O)c1cc2cc3ccccc3nc2s1)c1cccc(Cl)c1 the results were Cav32 inh -0.43.
`Cc1csc2nc(CNS(=O)(=O)c3ccc4c(c3)CCCC4)cn12` gave Cav32 inh -0.41.
`Cc1ccccc1OCC(=O)N/N=C/c1ccco1` gave Cav32 inh 0.83.
COc1ccc(S(=O)(=O)NCCSCc2ccccc2C)cc1Br was read as Cav32 inh -4.9*.
For Cc1cc(N)n2nc(-c3ccc(C(C)(C)C)cc3)cc2n1 the results were Cav32 inh -1.1.
`CC(=O)c1c(C)c2c(n1CCN(C)C)CCCC2` gave Cav32 inh 0.5.
Screening COc1ccccc1NC(=O)Oc1ccc(C(C)=O)cc1 returned Cav32 inh -0.66.
CC(C)N1CC(C(=O)O)CC1=O (stereo not given) was read as Cav32 inh 0.063.
CCCc1nc2sc3c(SCC(=O)NCc4ccco4)ncnc3c2c2c1CCC2 was read as Cav32 inh 0.51.
`CC1=CC(C)(C)Nc2ccc(OC(=O)CN3C(=O)CCC3=O)cc21` gave Cav32 inh 0.02.
Cc1ccc([N+](=O)[O-])cc1/C=N/Nc1nnnn1-c1ccccc1 was read as Cav32 inh -0.02.

Continued:
CCCCOc1ccc(S(N)(=O)=O)cc1 was read as Cav32 inh 1.2.
For Cc1ccc(SC(c2ccccc2)C(Cn2cncn2)C(=O)c2ccccc2)cc1 (stereo not given) the results were Cav32 inh 0.34.
O=C(Nc1nc2ccc(S(=O)(=O)N3CCCCC3)cc2s1)C1CCCO1 (stereo not given) was read as Cav32 inh 0.046.
`CC(c1nnc(SCC(=O)c2c(N)n(C)c(=O)n(C)c2=O)n1-c1ccc(Cl)cc1)N(C)C` (stereo not given) gave Cav32 inh 0.38.
Cc1nc2cc(C(F)(F)F)ccc2n1C1CCN(C(=O)N2CCOCC2)CC1 was read as Cav32 inh 1.4.
Cc1ccc(C(=O)Nc2ccc3cn[nH]c3c2)cc1S(=O)(=O)N1CCCCC1 was read as Cav32 inh -1.1.
Cn1ncc(Cl)c1C(=O)Nc1cccnc1 was read as Cav32 inh 0.5.
`O=C(NCCN1CCOCC1)[C@H](Cc1ccccc1)N1C(=O)c2ccccc2C1=O` gave Cav32 inh 0.1.
Cc1nc2ccc(CCO)cc2s1 was read as Cav32 inh -0.58.
Screening CCc1ccc2oc(-c3cccc(NC(=O)c4cccnc4)c3)nc2c1 returned Cav32 inh 0.1.
`CCC1CCCCN1C(=O)c1cc2cc(Br)ccc2oc1=O` (stereo not given) gave Cav32 inh 0.42.
c1ccc(Sc2ncnc3c2oc2ccccc23)nc1 was read as Cav32 inh -1.2.
`CCOC(=O)C1CCCN(c2c(Nc3cccc(C)c3)c(=O)c2=O)C1` (stereo not given) gave Cav32 inh 2.7.
For CC1=C(C(=O)OCC(C)C)C(c2cccc(F)c2)N2C(=O)C(C)SC2=N1 (stereo not given) the results were Cav32 inh -6.1*.
`C/C(=N\OCC(=O)N/N=C/c1ccccc1O)c1cccs1` gave Cav32 inh -4.3*.
Screening Cc1cccc(NS(=O)(=O)c2ccccc2)n1 returned Cav32 inh 0.27.
For CCOCCCNC(=S)NNC(=O)CCn1nc(C)c(Br)c1C the results were Cav32 inh -0.52.
Screening CC(=O)N1CCN(C(=O)CC2OC(=O)c3ccccc32)CC1 (stereo not given) returned Cav32 inh 0.34.
CC1(C)Cc2nc3sc4c(=O)n(CC(=O)NCc5ccccc5)cnc4c3cc2CO1 was read as Cav32 inh 0.31.
`CCNC(=O)NC(=O)C(C)Sc1nc2ccccc2n1CC(C)C` (stereo not given) gave Cav32 inh -2.3.
Cc1ccc(C(=O)Nc2nnn(C)n2)cc1 was read as Cav32 inh 0.16.
Screening Cc1nc(SCc2c(F)cccc2Cl)c2c(=O)n(C)c(=O)n(C)c2n1 returned Cav32 inh -1.4.
For COc1ccc(C(=O)COC(=O)c2ccc(NC(=O)c3ccccc3)cc2)cc1 the results were Cav32 inh -2.1.
CN1CCN(CC(=O)Nc2c(C(=O)C3CC3)oc3ccccc23)CC1 was read as Cav32 inh 1.1.
COC(=O)c1ccc(CSc2nc3scc(-c4cccs4)c3c(=O)[nH]2)o1 was read as Cav32 inh -0.69.
For O=C1CC(N2CCC(c3nc4ccccc4o3)CC2)C(=O)N1c1cc(Cl)cc(Cl)c1 (stereo not given) the results were Cav32 inh -1.3.
`Cc1noc(C)c1C(=O)Nc1cccnc1` gave Cav32 inh 0.15.
Screening O=C1C2CCCN2C(c2ccccc2F)N1c1ccc(Cl)cc1 (stereo not given) returned Cav32 inh -0.3.
Screening COc1ccc(CN2C(=O)C3C4C=CC(C4)C3C2=O)cc1 (stereo not given) returned Cav32 inh -0.06.
O=C(c1ccc(F)cc1)c1ccc(N2CCCC2)cc1 was read as Cav32 inh 0.63.
Screening CCCN(CCC)S(=O)(=O)c1ccc(NC(=O)Cc2cccs2)cc1 returned Cav32 inh -2.8.
`Nc1ccc(C(=O)O)cc1` gave Cav32 inh -0.13.
COc1ccccc1N1CCN(S(=O)(=O)c2cccc3nsnc23)CC1 was read as Cav32 inh -2.3.
`CCc1ncc(C)nc1CC` gave Cav32 inh -0.29.
CCN(c1cccc(C)c1)c1nc2ccsc2c(=O)s1 was read as Cav32 inh -0.74.
`Cc1cc(C)nc(NS(=O)(=O)c2ccc(N/C=C\C(=O)c3ccc(Cl)cc3)cc2)n1` gave Cav32 inh 0.28.
CC(OC(=O)CNC(=O)C12CC3CC(CC(C3)C1)C2)C(=O)Nc1ncc(Cl)cc1Cl (stereo not given) was read as Cav32 inh -0.043.
Cc1cc(C)cc(N2C(=O)N(c3ccccc3C)C3CS(=O)(=O)CC32)c1 (stereo not given) was read as Cav32 inh 0.75.
Screening CCO[C@H]1OC(C(=O)N2CCOCC2)=C[C@@H](c2ccc(Br)cc2)[C@@H]1CCCO returned Cav32 inh 0.38.
CN(C)S(=O)(=O)c1ccc(NC(=O)CN2CCN(C(c3ccccc3)c3ccccc3)CC2)cc1 was read as Cav32 inh -0.65.
For CCc1c(O)nc(SCC(=O)NCc2ccco2)[nH]c1=O the results were Cav32 inh 0.86.
For CCOc1ccc(Nc2oc(-c3ccccc3Cl)nc2C#N)cc1 the results were Cav32 inh -1.7.
For CN(C)c1ccc(/C=N/NC(=S)NCc2ccccc2)cc1 the results were Cav32 inh -0.32.
Screening COc1ccccc1-n1c(SCC(=O)NC(C)(C)C)nc(O)c(Cc2ccccc2)c1=O returned Cav32 inh 0.38.
`CCC(=O)NCC(=O)OCC(=O)c1ccccc1` gave Cav32 inh 1.1.
For COc1ccc(-c2nc(C#N)c(N3CCc4ccccc4C3)o2)cc1OC the results were Cav32 inh -0.24.
`O=C(O)Cn1c(CC(=O)N2CCCC2)nc2ccccc21` gave Cav32 inh -1.1.
For COc1ccc(CCNC(=O)C2CCCN(c3nn4c(=O)cc(C)nc4s3)C2)cc1OC (stereo not given) the results were Cav32 inh 0.84.
For CSc1sc(C(=O)O)c(C)c1C(C)=O the results were Cav32 inh -1.5.
CCCNc1nc(-c2cc(-c3ccc(Cl)cc3)on2)cc(C(C)C)n1 was read as Cav32 inh 0.41.
`CCn1cnc2cc(NCc3ccc(OC)cc3)ccc21` gave Cav32 inh 0.78.
`COc1cc2c(cc1OC)-c1cc(OCc3cccnc3)nc(=O)n1CC2` gave Cav32 inh 0.46.
CC1=C(C#N)C(c2cccnc2)C2=C(CCCC2=O)N1 (stereo not given) was read as Cav32 inh 1.1.
For O=C(CSc1ccc2nnc(-c3cccc(F)c3)n2n1)NCC1CCCO1 (stereo not given) the results were Cav32 inh 0.0064.
Screening COc1ccc(C(=O)N2CC(=O)N(CCc3ccccc3)C(=O)C2)cc1OC returned Cav32 inh 0.29.
Screening COC(=O)CSc1nnc(CNc2ccc(OC)cc2)n1C returned Cav32 inh 0.57.
Screening CCN(CC)S(=O)(=O)c1ccc(S(=O)(=O)Nc2ccc(C(=O)N3CCCC3)cc2)cc1 returned Cav32 inh 2.
Screening Cc1ccc(-n2nc(C(=O)N3CCN(C)CC3)c3c4ccccc4n(C)c3c2=O)cc1 returned Cav32 inh 0.54.
Screening Nc1nnc(-c2ccc(F)cc2)s1 returned Cav32 inh 1.6.
COc1ccc(OC)c(NC(=O)c2cc(-c3cc(Cl)ccc3O)n[nH]2)c1 was read as Cav32 inh 0.046.

Brought forward from above: two compounds, followed by the next part.
Screening Nc1nnc(-c2ccc(F)cc2)s1 returned Cav32 inh 1.6.
COc1ccc(OC)c(NC(=O)c2cc(-c3cc(Cl)ccc3O)n[nH]2)c1 was read as Cav32 inh 0.046.
`CCCCC(=O)Nc1ccc(NC(=O)C(C)C)cn1` gave Cav32 inh 0.15.
Screening Cc1ccc(Cn2c(C(CO)Nc3nc(-c4ccc(F)cc4)cs3)nc3ccccc32)cc1 (stereo not given) returned Cav32 inh -0.59.
Screening CC(=O)[C@H]1CC[C@H]2[C@@H]3CCC4=CC(=O)CC[C@]4(C)[C@H]3[C@H](O)C[C@]12C returned Cav32 inh 0.46.
Screening CN(C)c1ccc(C(=O)NCC2CCCO2)cc1 (stereo not given) returned Cav32 inh 0.22.
Screening Cc1nc2sccn2c1-c1csc(NCc2ccccc2)n1 returned Cav32 inh -2.4.
Screening O=C(O)CCCC(=O)Nc1cccc(-c2nc3ccccc3[nH]2)c1 returned Cav32 inh -0.46.
C#CCOCCOCCOCCNc1nc(N2CCOCC2)nc(N2CCN(C(=O)[C@H]([C@@H](C)CC)n3cc(CCCCN)nn3)CC2)n1 was read as Cav32 inh -0.0053.
`CNCC/C=C1/c2ccccc2CSc2ccccc21` gave Cav32 inh 0.37.
Screening CC(C)(C)NC(=O)c1ccc(COCC(F)(F)F)o1 returned Cav32 inh -0.45.
Screening CC(C)CCC(C(=O)O)C(C)CC(=O)NC1CCCCC1 (stereo not given) returned Cav32 inh -2.9.
COC(=O)c1cnn(-c2ccc(C)c(C)c2)c1-n1cccc1 was read as Cav32 inh -0.92.
For Cc1cc(C)n(CCn2nc(C)cc2C)n1 the results were Cav32 inh 0.41.
`COC(=O)c1ccc(CSc2nnc(Nc3ccc(OC)cc3)s2)o1` gave Cav32 inh -0.11.
Screening O=C(NC1CCCCCC1)C1c2ccccc2C(=O)N1Cc1ccco1 (stereo not given) returned Cav32 inh -1.6.
CCSc1nc(N2CCOCC2)c2c(c1C#N)CCCC2 was read as Cav32 inh -2.1.
`O=C(NCCN1CCOCC1)c1cc(-c2ccccc2)on1` gave Cav32 inh 1.2.
For Cc1ccc(C)c(NC(=O)C2CC3c4ccccc4C2c2ccccc23)c1 (stereo not given) the results were Cav32 inh -0.053.
CCOc1c(OC)ccc2c3c(c(=O)oc12)CCCC3 was read as Cav32 inh 1.

Not all compounds are listed; count on the stated rates, not on these rows.
